High-throughput results from PubChem BioAssay.
DAX1 inh-1: NR0B1 (DAX1) inhibition; P51843; HEK293 Gal4-DAX1 luciferase reporter, luminescence; inhibition, % at 6.75 µM; 0.99% of 340,000 active; AID 504766;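 active means inhibition above the mean over all tested compounds plus 3 SD, cut at about 4.2% in these data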;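 further: 0% = DAX1-transfected cells with DMSO and 100% = empty-vector control cells with DMSO; inhibition shows as a rise in luminescence from relieved DAX1 repression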
Target sequence (P51843 207-470 limits assumed): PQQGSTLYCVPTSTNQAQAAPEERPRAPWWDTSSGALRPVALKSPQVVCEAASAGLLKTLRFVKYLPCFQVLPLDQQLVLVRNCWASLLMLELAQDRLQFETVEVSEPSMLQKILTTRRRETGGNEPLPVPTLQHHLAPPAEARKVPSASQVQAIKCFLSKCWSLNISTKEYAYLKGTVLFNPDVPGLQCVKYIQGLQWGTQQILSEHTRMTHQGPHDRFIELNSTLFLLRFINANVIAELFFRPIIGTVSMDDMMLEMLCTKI
PLCg1 inh: blocks human PLC-gamma1 enzyme activity | AID 720700 | inhibition, % at 12.2 µM | 0.84% of 370,000 active | purified PLC-gamma1, fluorogenic substrate, fluorescence | P19174; in the data active means inhibition above about 9.5%
hcDAF-12 act: activators of H. contortus DAF-12 nuclear receptor | HEK293 hcDAF-12 lit1-tk-luc reporter, luminescence; 0% DMSO, 100% Δ7-dafachronic acid | activation, % at 6.8 µM | 1.4% of 370,000 active;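 active means activation above the mean of all tested compounds plus 3 SD, cut at about 5.5% in these data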;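 further: 100% = response to 3 µM Δ7-dafachronic acid high control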
PLC-beta3 inh: blocks human PLC-beta3 enzyme activity | Purified PLC-beta3, fluorogenic substrate, fluorescence | inhibition, % at 12.2 µM | 0.18% of 370,000 active | AID 720704; in the data active means inhibition above about 11%;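 further: 0% = median of compound wells on plate and 100% = full blocker control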
MBD2 inh: MBD2-methylated oligo binding inhibition | inhibition, % at 4.4 µM | Q9UBB5 | AID 686964 | TR-FRET, MBD2 binding to methylated oligonucleotide | 0.31% of 370,000 active; in the data active means inhibition above about 13%
Target sequence (Q9UBB5 whole entry, looked up): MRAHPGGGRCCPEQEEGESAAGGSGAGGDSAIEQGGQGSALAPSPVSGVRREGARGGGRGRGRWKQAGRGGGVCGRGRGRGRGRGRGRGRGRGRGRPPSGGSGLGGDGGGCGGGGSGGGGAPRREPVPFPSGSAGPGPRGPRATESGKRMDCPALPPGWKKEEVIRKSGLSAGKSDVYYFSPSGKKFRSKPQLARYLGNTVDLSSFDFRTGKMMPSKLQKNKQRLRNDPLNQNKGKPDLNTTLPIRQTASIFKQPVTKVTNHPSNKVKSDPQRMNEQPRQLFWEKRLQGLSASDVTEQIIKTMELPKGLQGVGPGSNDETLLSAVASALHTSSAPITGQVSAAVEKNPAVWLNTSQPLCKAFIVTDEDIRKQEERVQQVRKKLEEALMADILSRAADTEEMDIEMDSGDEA
DAX1 inh-2: DAX1 (NR0B1) inhibition, primary screen. 1.1% of 370,000 active. HEK293T StAR-luciferase reporter, SF-1/DAX-1 repression relief. AID 652010. inhibition, % at 6.8 µM;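 active means inhibition above the mean over all tested compounds plus 3 SD, cut at about 3.6% in these data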;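 further: 0% = DAX-1 cells with DMSO and 100% = cells lacking DAX-1 with DMSO; higher inhibition means more luminescence from relief of DAX-1 repression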
SMARCA2 act: increases SMARCA2 function in MMTV reporter cells; MG213 cells, MMTV-luciferase reporter, dexamethasone, overnight; activation, % at 9.1 µM; 1% of 370,000 active; in the data active means activation above about 7.8%;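 further: 0% = vehicle wells and 100% = reference activator wells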
hgDAF12 agonist: activates the H. glycines DAF-12 receptor ligand-binding domain. HEK293 GAL4-hgDAF12 UAS-luciferase reporter, agonist luminescence; normalized to butyrate control. activation, % at 6.8 µM. 1.8% of 370,000 active;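 active means activation above a cutoff set at the mean of all screened compounds plus 3 SD, cut at about 10% in these data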;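 further: 0% = DMSO wells and 100% = sodium butyrate wells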
ADAM17 inh: inhibits human ADAM17 | inhibition, % at 6.95 µM | recombinant ADAM17, EDANS/DABCYL FRET peptide cleavage | 0.83% of 370,000 active;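 active means inhibition above the mean of compounds lying between control limits plus 3 SD, set per campaign, cut at about 8.5% in these data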;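 further: 0% = DMSO-only wells as the low control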
Rev-erbA mod: modulates human Rev-erb alpha binding to DNA; P20393; Rev-erbα–FITC-DNA binding, fluorescence polarization, 90 min; activity, % at 10 µM; 0.79% of 370,000 active; AID 1259318;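 active means activity above about 14%, limit read from the data; passing the limit was not always enough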;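 further: 0% = DMSO wells with 35 nM protein and 100% = DMSO wells with 750 nM protein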
ssDAF12 agonist: S. stercoralis DAF-12 activation, primary screen; HEK293 ssDAF-12/GRIP1 lit1-tk-luc reporter, luminescence; % of 3 µM dafachronic acid response; activation, % at 6.8 µM; 1% of 370,000 active; AID 652126;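 active means activation above the mean over all tested compounds plus 3 SD, cut at about 0.9% in these data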;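 further: 0% = DMSO-only wells and 100% = 3 µM delta7-dafachronic acid wells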
* marks the source's active call; other numbers are inactive results; . = no result given.

SMILES	DAX1 inh-1	PLCg1 inh	hcDAF-12 act	PLC-beta3 inh	MBD2 inh	DAX1 inh-2	SMARCA2 act	hgDAF12 agonist	ADAM17 inh	Rev-erbA mod	ssDAF12 agonist
CCOC(=O)C1(C)CCCN1C(=O)c1snnc1C (stereo not given)	.	0.9	0.5	3.3	-0.3	-0.5	6.2	1.6	-0.7	-6.9	-1.3
C#CCNC(=O)C[C@@H]1C(=O)N2CCCC3=C2[C@@]1(C(=O)OC)CCCC3	.	2.1	-2.2	0.8	0.2	-0.5	-1.8	0.7	-1.7	-3.6	-0.7
COc1cc(/C=N/n2c(C)n[nH]c2=S)ccc1OCc1ccccc1	0.7	1.9	0.7	-2.6	8.4	0.3	-0.9	4.8	10.8*	3.7	-0.3
O=C(NCCCN1CCN(Cc2ccccc2Cl)CC1)Nc1ccccc1	0.3	3.5	0.1	1.0	-0.2	0.4	1.6	0.2	0.8	-0.8	-1.0
COCCCNC(=S)N1CCN(c2nc(-c3ccccc3)cs2)CC1	-1.6	-0.7	-2.9	-6.1	2.9	-1.1	-0.6	-4.1	2.2	4.6	-2.1
O=C(CCc1nc2ccccc2s1)OCC(=O)N1CCN(C(=O)c2ccco2)CC1	1.3	1.6	0.1	1.5	-0.1	-0.3	-3.0	1.6	-5.3	0.7	-1.2
O=C(OCCN=C1NS(=O)(=O)c2ccccc21)c1ccccc1	-1.2	0.2	0.2	1.5	5.9	0.3	3.1	1.2	-8.2	-1.7	-1.0
O=C(Nc1ccc([N+](=O)[O-])cc1)/C(=C/c1cccc([N+](=O)[O-])c1)NC(=O)C1CCCCC1	1.5	1.9	0.9	4.3	-2.3	-0.3	-0.2	0.7	0.3	-2.1	0.2
Cc1cccc2cc(CN(CCN(C)C)C(=S)NCc3ccco3)c(=O)[nH]c12	0.0	1.5	-0.4	-4.5	5.6	1.5	-1.1	-0.3	-3.3	1.6	-0.4
N#Cc1ccsc1NC(=O)CN1CCN(S(=O)(=O)c2ccccc2C(F)(F)F)CC1	-1.1	-1.5	1.9	0.7	0.8	-0.2	-3.1	-2.2	-0.5	-0.4	-1.2
CCOC(=O)c1cc(-c2ccco2)nc2c1c(C)nn2-c1cccc(Cl)c1	0.5	-66.3	0.7	-88.1	7.3	0.3	-3.5	-1.8	-9.2	-3.2	-1.1
Cc1cccc(-n2c(=S)[nH]c3nc4c(cc3c2=O)COC(C)(C)C4)c1	.	-2.7	-2.2	-3.6	0.5	0.1	2.1	-0.4	-1.5	-7.1	-0.9
Cc1ccc(NC(=O)CSc2ncccn2)cc1S(=O)(=O)N1CCOCC1	0.4	4.2	0.3	-4.5	-1.3	1.6	-1.9	0.1	2.1	5.1	-0.7
Cc1ccc(C(=O)N2CCCc3ccccc32)c(Cl)c1	0.7	-0.8	0.3	3.1	0.6	-0.4	6.3	2.0	0.7	6.2	-0.6
CC(NC(=O)CN1C(=O)NC2(CCCC2)C1=O)c1ccc(Cl)cc1Cl (stereo not given)	0.7	-1.6	0.1	-5.9	-1.3	-2.1	-2.5	-0.2	-0.2	0.6	-0.7
COc1cc(C2C(C#N)=C(N)Oc3cc(C)n(CCN4CCOCC4)c(=O)c32)cc(OC)c1OC (stereo not given)	0.8	2.9	0.0	2.1	-0.3	0.6	1.6	-1.4	-3.2	3.2	-1.5
COc1ccc(-n2nc(C(=O)NCc3ccco3)c3ccccc3c2=O)cc1	-0.5	-8.8	-2.6	-13.9	3.6	-0.4	-2.2	-0.4	-2.1	16.3	-1.2
O=C(Nc1c(Cl)cc(Cl)cc1C(=O)NCC1CCCO1)c1ccco1 (stereo not given)	-1.3	-3.5	-1.2	-3.3	-0.1	-0.4	-2.2	-3.0	-5.7	1.9	-1.1
Cc1cccc(/C=N/NC(=O)CN2CCCCCCC2)c1	0.2	-2.3	-2.1	-1.1	2.0	-0.1	0.5	2.7	-3.0	-0.6	-0.4
NC(=O)c1c(NC(=O)C2c3ccccc3Oc3ccccc32)sc2c1CCCCC2	-1.2	-15.6	-1.0	-15.5	0.8	-0.3	1.2	-1.2	-1.7	-2.1	-1.3
O=C1CCCC2=C1C(c1cccs1)Nc1ccc3ncccc3c12 (stereo not given)	-0.2	-26.8	-2.2	-47.1	0.0	-0.3	-3.0	-1.1	-17.6	2.7	-1.3
CCn1c(SC(C)C(=O)N2CCOCC2)nc2sc(C)c(C)c2c1=O (stereo not given)	-1.2	-0.6	-1.3	-8.7	-2.3	1.1	0.1	-0.9	-6.9	7.1	-1.0
Cc1cccc(-n2nc3c(c2NC(=O)c2ccc4c(c2)OCO4)CS(=O)(=O)C3)c1C	0.7	0.0	-1.3	-6.1	-2.3	0.1	-0.6	2.2	-0.6	-3.8	-0.5
CCn1cnc2cc(NCc3ccccc3Cl)ccc21	-0.4	-34.7	1.3	-38.0	-1.6	0.5	3.6	2.3	-0.3	0.2	-1.3
CC(=O)Nc1cccc(NC(=O)Nc2ccc(C)c(Cl)c2)c1	1.1	2.6	0.3	3.4	-2.5	0.3	4.6	10.0	5.6	7.1	-0.6
COc1cc(OC)c(C2CC(=O)N3CN(c4ccccc4C)CSC3=C2C#N)cc1OC (stereo not given)	.	-5.6	-0.6	-10.3	1.2	-0.8	7.6	-0.5	-1.2	1.0	-0.8
Cc1ccccc1-c1nc(S(=O)(=O)c2ccc(Cl)cc2)c(NCCN2CCOCC2)o1	-0.6	-26.8	-2.2	-38.2	-7.5	-1.2	-4.2	-2.0	5.1	0.6	-2.0
CCCCN1C(=O)c2ccc(C(=O)Nc3ccc(S(=O)(=O)N(C)C)cc3)cc2C1=O	-1.8	2.1	-3.9	4.2	0.0	-1.3	-3.0	1.9	4.1	5.2	-1.6
Cc1cccc(N=C2N=C(N)c3ccccc32)c1	-0.1	-0.8	0.5	-1.4	1.0	0.9	2.0	3.2	-3.7	-3.1	-1.9
CCOc1ccc2nc(Nc3nc4ccc(NC(C)=O)cc4s3)sc2c1	0.5	-328.3	-0.2	-349.7	4.6	0.1	-0.2	0.4	-201.9	4.5	-1.2
CCOC(=O)C1(CC2CCCCO2)CCN(C(=O)Nc2ccccc2CC)CC1 (stereo not given)	3.9	2.1	-0.7	-0.7	6.8	-0.4	0.0	-0.8	-6.1	2.5	-2.1
C=CCNc1nc(-c2sc(NC(=O)CC)nc2C)cs1	1.2	-11.2	-1.6	-14.2	-4.7	-1.1	0.1	0.3	-5.2	2.4	-1.1
CC(=O)Nc1ccc(C(=O)COC(=O)C2CC3CCCC(C2)C3=O)cc1 (stereo not given)	-0.1	-4.1	1.4	-10.2	-1.4	-0.3	-1.8	-0.3	1.3	-2.5	-0.9
Cc1ccc(NC(=O)Cc2ccc(OC(F)F)cc2)c(S(=O)(=O)N2CCOCC2)c1	.	-12.6	-0.4	-4.5	1.8	-2.2	-5.0	-2.4	-1.3	-5.5	-1.8
Cc1nc(S(=O)(=O)N(C)c2ccccc2)c(C#N)c(C)c1Cl	-2.4	-0.8	-3.5	3.9	2.4	-2.7	-8.0	-0.5	-4.7	5.5	-1.0
Cc1cc(C)cc(OCC(=O)OCC(=O)Nc2cc(C)nn2-c2ccccc2)c1	0.4	1.1	-1.0	-3.7	-2.5	0.8	2.1	7.0	0.6	1.0	-1.1
CCCCCCOc1ccc(/C(C)=N/NC2=NCCN2)cc1	0.1	2.6	-2.2	-4.7	4.6	-0.3	-0.3	3.4	-1.9	2.0	-1.6
COc1ccc(CCNC(=O)CC2(CC3=NS(=O)(=O)c4ccccc4N3)CCCC2)cc1OC	-0.4	1.0	-2.9	-3.6	-5.0	-0.3	-2.6	-1.9	-0.2	1.2	-1.3
CCC(=O)c1cn(CC(=O)Nc2ccccc2Cl)c2ccccc12	0.0	-1.5	-0.6	-9.7	-1.6	-0.4	-2.2	0.3	-0.1	79.8*	-0.6
COc1cc2c(cc1OC)C(c1cccnc1)CC(=O)N2 (stereo not given)	-0.1	-45.1	-1.6	-50.5	0.7	0.4	-5.2	-3.4	-23.1	-7.3	-1.2
NC(CSC(c1ccccc1)(c1ccccc1)c1ccc2c(c1)OCO2)C(=O)O (stereo not given)	0.5	-6.5	-1.4	-3.2	-4.5	0.8	-0.6	-1.2	-2.7	1.9	-1.1
CCOc1ccc(N2C(=O)Nc3ccc(Br)cc3C2(O)C(=O)NCCCN(C)C)cc1 (stereo not given)	0.7	-1.2	-1.4	4.2	-0.7	0.1	-1.1	-1.5	-2.2	-2.1	-1.1
Cc1ccc(S(=O)(=O)N(C)C[C@H]2OCCCC[C@H](C)Oc3ccc(NC(=O)Nc4cccc5ccccc45)cc3C(=O)N([C@@H](C)CO)C[C@H]2C)cc1	1.5	-49.0	0.1	-61.9	3.5	1.8	-3.4	0.8	-25.1	12.0	-0.1
CC(C)(C)c1ccc(OCCC(=O)NC2=NCCS2)cc1	1.0	0.4	-1.2	-3.7	-4.2	-0.1	0.1	-0.4	-0.5	-3.5	-0.9

8 compounds already listed, ordered by formula weight, low to high:
SMILES	DAX1 inh-1	PLCg1 inh	hcDAF-12 act	PLC-beta3 inh	MBD2 inh	DAX1 inh-2	SMARCA2 act	hgDAF12 agonist	ADAM17 inh	Rev-erbA mod	ssDAF12 agonist
O=C1CCCC2=C1C(c1cccs1)Nc1ccc3ncccc3c12 (stereo not given)	-0.2	-26.8	-2.2	-47.1	0.0	-0.3	-3.0	-1.1	-17.6	2.7	-1.3
CCC(=O)c1cn(CC(=O)Nc2ccccc2Cl)c2ccccc12	0.0	-1.5	-0.6	-9.7	-1.6	-0.4	-2.2	0.3	-0.1	79.8*	-0.6
COc1ccc(-n2nc(C(=O)NCc3ccco3)c3ccccc3c2=O)cc1	-0.5	-8.8	-2.6	-13.9	3.6	-0.4	-2.2	-0.4	-2.1	16.3	-1.2
CCOC(=O)c1cc(-c2ccco2)nc2c1c(C)nn2-c1cccc(Cl)c1	0.5	-66.3	0.7	-88.1	7.3	0.3	-3.5	-1.8	-9.2	-3.2	-1.1
NC(CSC(c1ccccc1)(c1ccccc1)c1ccc2c(c1)OCO2)C(=O)O (stereo not given)	0.5	-6.5	-1.4	-3.2	-4.5	0.8	-0.6	-1.2	-2.7	1.9	-1.1
Cc1ccc(NC(=O)CSc2ncccn2)cc1S(=O)(=O)N1CCOCC1	0.4	4.2	0.3	-4.5	-1.3	1.6	-1.9	0.1	2.1	5.1	-0.7
Cc1ccc(NC(=O)Cc2ccc(OC(F)F)cc2)c(S(=O)(=O)N2CCOCC2)c1	.	-12.6	-0.4	-4.5	1.8	-2.2	-5.0	-2.4	-1.3	-5.5	-1.8
COc1cc(C2C(C#N)=C(N)Oc3cc(C)n(CCN4CCOCC4)c(=O)c32)cc(OC)c1OC (stereo not given)	0.8	2.9	0.0	2.1	-0.3	0.6	1.6	-1.4	-3.2	3.2	-1.5
